Bioassay records as filed in PubChem.
C1s inh = human complement C1s inhibition | AID 538 | P09871 | mean inhibition % of two 10-compound mixtures (active compounds read high), % at 5 µM (by protocol) | hit rate 0.16% among 62,000 | purified C1s, fluorogenic AMC substrate, pooled mixtures;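 active = inhibition above 20% in each of the two 10-compound mixture wells holding the compound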;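 note: 0% = enzyme wells lacking compound mixture and 100% = no-enzyme blank wells; some compounds called inactive have numbers as strong as hits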
FXIa mix inh = blocks human factor XIa in pooled compound mixtures. purified FXIa, fluorogenic substrate. hit rate 0.19% among 62,000. inhibition, % at 5 µM;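 note: each value is inhibition by a whole ten-compound pool holding the compound; 0% = enzyme with no mixture and 100% = wells lacking enzyme; strong numbers were not always called active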
Target sequence (P03951 19-387 limits assumed): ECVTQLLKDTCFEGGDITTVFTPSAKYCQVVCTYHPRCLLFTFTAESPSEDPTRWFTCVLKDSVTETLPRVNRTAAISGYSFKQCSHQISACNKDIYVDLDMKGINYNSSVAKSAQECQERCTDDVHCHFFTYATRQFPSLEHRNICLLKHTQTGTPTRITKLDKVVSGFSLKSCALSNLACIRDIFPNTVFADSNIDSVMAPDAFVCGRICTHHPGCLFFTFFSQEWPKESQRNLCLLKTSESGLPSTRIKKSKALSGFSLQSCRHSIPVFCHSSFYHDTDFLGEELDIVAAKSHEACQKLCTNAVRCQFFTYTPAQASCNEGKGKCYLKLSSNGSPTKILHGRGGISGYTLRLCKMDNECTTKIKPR
Target sequence (P03951 388-625 limits assumed): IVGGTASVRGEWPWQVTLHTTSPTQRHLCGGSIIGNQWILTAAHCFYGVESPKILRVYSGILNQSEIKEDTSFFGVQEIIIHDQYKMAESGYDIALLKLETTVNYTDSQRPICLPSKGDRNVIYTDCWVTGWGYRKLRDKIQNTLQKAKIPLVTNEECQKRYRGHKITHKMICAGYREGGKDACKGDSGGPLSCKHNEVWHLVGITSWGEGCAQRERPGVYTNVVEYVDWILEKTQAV
Hsp90 block = displaces geldanamycin probe from tumor Hsp90; NCI-N417 lysate Hsp90, Cy3B-geldanamycin FP displacement; inhibition, % at 30 µM; hit rate 0.35% among 64,000; AID 429;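 active = inhibition above 50%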;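 note: 0% = tracer plus lysate wells and 100% = tracer alone without lysate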
CatL inh = blocks human cathepsin L protease activity; inhibition, %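 (tested at 10 µM)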; P07711; purified cathepsin L, fluorogenic substrate, fluorescence; hit rate 0.17% among 58,000; in the data active = inhibition above about 45%;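 note: 0% = enzyme with no compound and 100% = no enzyme blank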
CatG inh = cathepsin G (human) inhibition; inhibition, % at 5 µM (by protocol); purified enzyme, AMC-tetrapeptide fluorescence, pooled mixtures; AID 581; hit rate 0.2% among 62,000;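 active = inhibition above 20% in each of the two mixture wells holding the compound; inactive = inhibition of 20% or less in either well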;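 note: 0% = enzyme control without mixture and 100% = blank lacking enzyme; strong numbers were not always called active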
Cdc25B inh = inhibitors of human Cdc25B phosphatase; recombinant Cdc25B, OMFP fluorescence Ex485/Em525; hit rate 0.1% among 65,000; inhibition, %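 (compounds tested at 10 µM final in the well)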; AID 368; in the data active = inhibition above about 50%
5HT1a ag = agonists of human 5-HT1a serotonin receptor. P08908. CHO 5-HT1a Ga15 NFAT-bla reporter, FRET ratio; 0% basal, 100% maximal reference agonist. activation, % at 10 µM. hit rate 0.56% among 65,000. AID 567;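 active = activation above the screen-wide mean activation plus 3 SD, cut at about 19% in these data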;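 note: 0% = DMSO wells and 100% = 5-CT at EC100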
DUSP1 inh = inhibitors of human MKP-1 phosphatase. inhibition, %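 (compounds tested at a single concentration somewhere between 10 and 100 µM)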. hit rate 0.15% among 65,000. recombinant MKP-1, OMFP hydrolysis fluorescence. AID 374;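 active = inhibition above about 50%, limit read from the data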;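 note: 0% = DMSO max control wells and 100% = wells with enzyme stopped by NaOH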
Target sequence (P28562 whole entry, looked up): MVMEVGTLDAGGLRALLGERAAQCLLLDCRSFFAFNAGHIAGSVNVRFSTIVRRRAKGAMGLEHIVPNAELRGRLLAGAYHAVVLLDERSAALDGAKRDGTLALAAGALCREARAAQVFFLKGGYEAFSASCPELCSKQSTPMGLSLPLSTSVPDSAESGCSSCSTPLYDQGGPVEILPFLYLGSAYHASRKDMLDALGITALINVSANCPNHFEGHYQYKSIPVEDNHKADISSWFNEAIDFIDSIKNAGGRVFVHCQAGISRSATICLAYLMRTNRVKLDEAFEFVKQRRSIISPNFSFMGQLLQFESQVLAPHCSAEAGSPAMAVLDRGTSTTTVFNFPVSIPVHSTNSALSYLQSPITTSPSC
FXIIa mix inh = blocks human factor XIIa in pooled compound mixtures | P00748 | purified FXIIa, fluorogenic substrate | inhibition, % at 5 µM | hit rate 0.2% among 62,000 | AID 684;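 note: 0% = enzyme without compound and 100% = no enzyme blank; some results filed as inactive read as strong as hits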
* marks the source's active call; other numbers are inactive results; x = not tested or not shown. Cut-off read from the data, not from the text of the source, unless noted: active = inhibition above about 20% (passing the limit was not always enough); inactive = the rest.

Results follow in this order: C1s inh	FXIa mix inh	Hsp90 block	CatL inh	CatG inh	Cdc25B inh	5HT1a ag	DUSP1 inh	FXIIa mix inh
[1] CCc1nc(C)cn1S(=O)(=O)c1cc(Br)ccc1OC
→ 13	3	2	-3	8	0	-1.3	4	9
[2] CCOC(=O)C1CCCN(c2ncnc3c2cnn3-c2ccc(Cl)cc2)C1 (configuration not stated)
→ 17	6	-2	2	10	-7	2.1	9	2
[3] CC(C)C(=O)Nc1cccc(-c2nc3ccccc3o2)c1
→ 0	8	-4	x	5	-1	0.4	9	-1
[4] Fc1cnc(N2CCN(c3ccccc3)CC2)nc1N1CCN(c2ccccc2)CC1
→ x	x	-2	x	x	-13	-2.9	-14	x
[5] Cc1cc(N2CCC(C(=O)NC3CC3)CC2)nc(-c2ccccc2)n1
→ 15	3	-3	1	12	-2	-3.7	8	3
[6] O=C(Nc1ccc(F)cc1F)c1noc2c1CCC2
→ 10	9	-4	3	9	-5	-1.1	6	10
[7] CCCS(=O)(=O)N1CCC(C(=O)NCCc2ccc(OC)c(OC)c2)CC1
→ 15	5	1	-4	11	9	-3.2	-1	-13
[8] CCOC(=O)C1CCN(C(=O)CCc2ccccc2)CC1
→ 11	5	-5	8	13	-14	0.7	-9	9
[9] CCOC(=O)c1sc2ccc(S(=O)(=O)N3CCCCC3)cc2c1N
→ 1	24	-1	-6	1	0	2.7	28	3
[10] CCCCCC(=O)Nc1ccc(N2CCN(CC)CC2)c(Cl)c1
→ 0	0	-4	x	23	-23	-1.1	-8	-19
[11] O=C(c1cccc(-n2cnnn2)c1)N1CCOCC1
→ 22	5	-8	-4	10	-12	4.0	8	5
[12] COc1ccc(CNC(=O)C(C#N)c2nc3ccccc3nc2N2CCN(C)CC2)cc1 (configuration not stated)
→ 0	6	-2	-5	-3	1	-2.3	0	5
[13] CCC(=O)Nc1nc2ccccc2n1CCN1CCOCC1
→ -8	7	-2	1	-1	-10	1.6	9	-1
[14] CC(=O)c1ncnn1CC(=O)c1ccc(Cl)cc1Cl
→ 1	3	-1	10	0	3	-0.7	-15	3
[15] O=C1NC2(Nc3ccccc31)C(=O)Nc1ccccc12 (configuration not stated)
→ 6	6	1	-59	12	-6	0.2	-3	2

(cont.)
Results follow in this order: C1s inh	FXIa mix inh	Hsp90 block	CatL inh	CatG inh	Cdc25B inh	5HT1a ag	DUSP1 inh	FXIIa mix inh
[16] O=C(COc1ccccc1)N1CCNC1=O
→ 6	9	-1	-22	2	3	-4.6	16	1
[17] COc1cccc(C(=O)N(CN2CCCC2=O)c2ccccc2OC)c1
→ 11	10	-4	-5	11	-5	-2.7	9	10
[18] CCCC(CCC)C(=O)Nc1ccncc1
→ 0	1	-4	-5	10	-12	2.3	20	-19
[19] CC(=O)NCCSC(=O)c1ccc(F)cc1
→ 20	5	1	x	7	-12	0.2	15	-13
[20] CCOC(=O)c1ccc(NC(=O)N2CCN(c3ccccn3)CC2)cc1
→ 1	10	-2	-1	13	-5	-2.0	-3	5
[21] CCC(=O)N1CCN(c2ccccc2NC(=O)c2cccc(C)c2)CC1
→ 1	5	1	-3	1	-1	0.9	-19	17
[22] CC(=O)c1cccc(NC(=O)N2CCCc3ccccc32)c1
→ 0	5	2	0	-1	-11	-1.1	-2	4
[23] CCOC(=O)C1CCN(C(=O)CN(c2ccc(Cl)c(C(F)(F)F)c2)S(C)(=O)=O)CC1
→ 3	15	-3	0	-4	-5	1.3	-1	10
[24] O=C(NCC(c1cccnc1)N1CCN(c2ccc(F)cc2)CC1)c1cccc(Cl)c1 (configuration not stated)
→ 4	6	0	-4	0	14	0.7	-12	62*
[25] O/N=C1\CCCc2oc3c(c21)CCCC3
→ 5	4	x	x	8	0	0.0	9	8
[26] CCN(CC)C(=O)CSc1nc(C)cc(-c2cccs2)c1C#N
→ 3	6	x	x	5	-2	x	-1	6
[27] O=C(NCCc1ccccc1)c1ccccc1NS(=O)(=O)N1CCCC1
→ -8	1	0	-3	-5	-8	-1.0	22	2
[28] CCOC(=O)c1cc(CC)sc1N
→ -39	-5	-1	12	-12	-12	-1.6	6	4
[29] c1ccc(OCCN2C3=NCCN3c3ccccc32)cc1
→ -24	5	1	-3	-4	-11	-3.3	-13	-10
[30] Cc1ccc2c(c1)NC(=O)C(CC(=O)N(C)Cc1ccccc1)O2 (configuration not stated)
→ -12	2	-5	x	1	0	0.7	-7	2

A draw from above in order of heavy-atom count, ascending.
Results follow in this order: C1s inh	FXIa mix inh	Hsp90 block	CatL inh	CatG inh	Cdc25B inh	5HT1a ag	DUSP1 inh	FXIIa mix inh
[28] CCOC(=O)c1cc(CC)sc1N
→ -39	-5	-1	12	-12	-12	-1.6	6	4
[16] O=C(COc1ccccc1)N1CCNC1=O
→ 6	9	-1	-22	2	3	-4.6	16	1
[26] CCN(CC)C(=O)CSc1nc(C)cc(-c2cccs2)c1C#N
→ 3	6	x	x	5	-2	x	-1	6
[30] Cc1ccc2c(c1)NC(=O)C(CC(=O)N(C)Cc1ccccc1)O2 (configuration not stated)
→ -12	2	-5	x	1	0	0.7	-7	2
[21] CCC(=O)N1CCN(c2ccccc2NC(=O)c2cccc(C)c2)CC1
→ 1	5	1	-3	1	-1	0.9	-19	17
[23] CCOC(=O)C1CCN(C(=O)CN(c2ccc(Cl)c(C(F)(F)F)c2)S(C)(=O)=O)CC1
→ 3	15	-3	0	-4	-5	1.3	-1	10
[24] O=C(NCC(c1cccnc1)N1CCN(c2ccc(F)cc2)CC1)c1cccc(Cl)c1 (configuration not stated)
→ 4	6	0	-4	0	14	0.7	-12	62*

Additional records follow.
Results follow in this order: C1s inh	FXIa mix inh	Hsp90 block	CatL inh	CatG inh	Cdc25B inh	5HT1a ag	DUSP1 inh	FXIIa mix inh
[31] Cc1ccc(S(=O)(=O)N2CCN(C(=O)c3ccc(OCc4c(C)noc4C)cc3)CC2)cc1
→ 6	2	-1	x	3	-13	-0.8	28	-15
[32] COc1ccc(NC(=O)N2CCCC2C(=O)Nc2ccc(C)c(Cl)c2)cc1 (configuration not stated)
→ 3	7	1	13	-2	-10	-2.1	-21	5
[33] Cc1cc(C)nc(N2CCC(C(=O)Nc3ccc4c(c3)CCC4)CC2)n1
→ 13	6	0	7	5	9	-3.6	6	-14
[34] O=C(NCc1ccccc1)c1cccnc1N1CCOCC1
→ -75	-18	3	0	-1	0	1.6	10	1
[35] O=C(NCCN1CCOCC1)c1cc2ccccc2o1
→ 5	9	-2	-12	-1	-8	-0.5	31	34*
[36] Cc1cc(OCC(=O)NCCCN2CCOCC2)cc(C)c1Cl
→ -2	4	-2	3	-1	-12	-4.2	-17	15
[37] COc1ccc(N(CC(=O)Nc2ccc3c(c2)OCCO3)S(C)(=O)=O)c(OC)c1
→ 8	13	14	4	7	-10	-0.2	23	-17
[38] O=C(NCc1cccs1)c1noc2c1CCCC2
→ -29	4	-5	4	0	4	-1.6	2	8
[39] CCCCN(CCCC)C(=O)CN(C)S(=O)(=O)c1ccc2c(c1)n(C)c(=O)c(=O)n2C
→ 14	8	0	3	13	-12	-0.8	25	6
[40] CC(C(=O)NC1CCCC1)N(Cc1ccc2c(c1)OCO2)C(=O)c1snc(C(N)=O)c1N (configuration not stated)
→ 16	6	-1	-3	12	-7	-0.8	-19	3
[41] COCc1c(C(=O)OCc2nc(N)nc(Nc3ccccc3C)n2)oc2ccccc12
→ 4	-3	2	-3	2	2	-1.5	29	1
[42] C=CCSc1nnc(-c2ccc(Cl)cc2Cl)o1
→ 9	6	-2	14	7	-12	-2.7	0	-2
[43] O=C(COc1ccccc1F)NC1CC1
→ 11	1	0	6	5	0	-2.0	-9	10
[44] Cn1cnc2cc(OC(=O)c3ccccc3)ccc21
→ 16	5	-4	20	9	1	-2.2	-2	1
[45] COc1ccc(CCN(Cc2cc3cc4c(cc3[nH]c2=O)OCO4)C(C)=O)cc1OC
→ 0	5	-4	2	1	-3	1.4	-21	2

The list continues.
Results follow in this order: C1s inh	FXIa mix inh	Hsp90 block	CatL inh	CatG inh	Cdc25B inh	5HT1a ag	DUSP1 inh	FXIIa mix inh
[46] O=C(O)CSc1nnc(Cn2c(=O)sc3ccccc32)n1-c1cccc(Cl)c1
→ -27	5	-2	1	2	-1	-0.7	24	0
[47] Cc1cc(C)n(CC(O)Cn2c3ccccc3c3ccccc32)c(=O)n1 (configuration not stated)
→ 15	4	-2	12	10	1	0.5	40	9
[48] CCOC(=O)c1cnn(-c2ccccc2)c1NC(=O)c1ccccc1
→ -20	0	3	-6	-14	-8	-1.6	0	-3
[49] O=C(CSc1nnc(-c2ccoc2)o1)N1CCOCC1
→ -9	11	-1	25	2	3	1.1	17	3
[50] O=C(CNC(=O)c1ccccc1C(=O)O)c1ccccc1
→ 23	5	0	-4	10	-18	-0.7	7	3
[51] O=C(CCCn1c(=S)[nH]c2cc3c(cc2c1=O)OCO3)N1CCN(c2ccccc2F)CC1
→ 3	0	-3	9	-1	-18	-0.2	21	9
[52] O=C(Cn1cnc2c(nnn2Cc2ccc(F)cc2)c1=O)N1CCCCC1
→ -2	-11	-2	5	11	0	-1.9	5	4
[53] COc1ccc(/C(O)=C2/C(=O)C(=O)N(CCCN(C)C)C2c2ccccc2)cc1OC (configuration not stated)
→ x	x	-1	-3	x	3	-1.0	20	x
[54] Cc1ccc(CCNC(=O)C2CCC(=O)N2Cc2cccnc2)cc1 (configuration not stated)
→ -2	3	-4	-8	8	-18	0.2	3	15
[55] COc1cccc(-c2cc(C(F)(F)F)n3ncc(C(=O)O)c3n2)c1
→ 11	6	-2	7	8	-1	-0.9	1	1
[56] N#Cc1cc2ccccc2nc1SCC(=O)Nc1ccc(S(=O)(=O)N2CCCC2)cc1
→ -111	-18	-2	-10	-14	-2	1.3	24	7
[57] CCc1cc(C)cc(OCCNC(=O)c2ncn[nH]2)c1
→ 18	9	-4	-4	9	-10	0.2	11	8
[58] O=C1c2oc3ccc(F)cc3c(=O)c2C(c2ccccc2)N1CC1CCCO1 (configuration not stated)
→ -10	-10	-2	5	-19	1	-2.6	15	-18
[59] COc1cc(OC)c(C2C3=C(CCCC3=O)Nc3nc4ccccc4n32)cc1OC (configuration not stated)
→ -5	8	-1	-1	-1	0	-0.2	8	1
[60] Brc1cc2c(cc1Cn1c(-c3cncs3)nc3ccccc31)OCO2
→ 0	11	-3	20	4	-4	3.6	-4	5
[61] CCOC(=O)c1[nH]c(C)c(C(=O)NCc2ccc(OC)cc2)c1C
→ -21	11	-2	x	0	4	-2.1	9	2
[62] CCn1c(SCC(=O)NCCc2ccc(OC)c(OC)c2)nc2c1c(=O)n(C)c(=O)n2C
→ -4	5	6	13	8	-4	2.8	-16	-2
[63] CCCCOC(=O)CCNc1n[nH]c(=O)[nH]c1=O
→ -7	10	2	x	-1	-1	0.6	8	-15
